# MITF TRPM1 inh: reduces MITF-dependent TRPM1 promoter luciferase signal; SK-MEL-5 TRPM1 promoter luciferase, 24 h; inhibition, % at 12.5 µM; 0.83% of 330,000 active;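 active = mean inhibition across replicates of 60% or more, whatever share of single replicates reaches that level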; also: values of inactives mirror those of a sister screen read the other way
# NR2E3 ag-1: agonists of human NR2E3 nuclear receptor | AID 602229 | inhibition of corepressor binding, % at 3.98 µM | 0.35% of 360,000 active | CHO-S Gal4-NCOR/VP16-NR2E3 two-hybrid, luciferase;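 active = inhibition above the mean of all tested compounds plus 3 SD, cut at about 70% in these data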;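 also: 0% = DMSO with NR2E3 transfected cells and 100% = cells lacking NR2E3 construct; higher means lower luciferase signal from less NR2E3 corepressor binding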
# Target sequence (Q9Y5X4 whole entry, looked up, the tested form may be a part): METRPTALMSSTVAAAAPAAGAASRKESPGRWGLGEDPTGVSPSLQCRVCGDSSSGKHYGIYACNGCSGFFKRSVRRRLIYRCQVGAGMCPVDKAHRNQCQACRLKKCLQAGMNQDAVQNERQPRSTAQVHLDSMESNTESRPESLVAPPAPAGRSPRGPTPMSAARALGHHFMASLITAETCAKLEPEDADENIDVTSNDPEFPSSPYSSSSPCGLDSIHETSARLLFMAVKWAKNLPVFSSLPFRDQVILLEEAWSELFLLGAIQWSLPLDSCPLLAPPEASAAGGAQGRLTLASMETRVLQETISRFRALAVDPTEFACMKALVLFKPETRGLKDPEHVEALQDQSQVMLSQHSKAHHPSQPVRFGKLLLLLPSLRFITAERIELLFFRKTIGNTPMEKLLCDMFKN
# hiPSC survival: hiPSC single-cell survival enhancement; ATPlite luminescence; 100% = ROCK inhibitor wells, 0% = DMSO; survival enhancement, % at 20 µM; 0.044% of 360,000 active; AID 602274; in the data active = survival enhancement above about 18%;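 also: cells exposed to compounds for 16 hours before the ATP read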
# PDI inh: PDI (human) enzyme inhibition; P07237; PDI insulin aggregation turbidity, A650, 90 min; inhibition, % at 10 µM; 0.052% of 350,000 active; AID 588391;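 active = mean inhibition across replicates of 30% or more, whatever share of single replicates reach that level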;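 also: absorbance from insulin aggregation driven by PDI reduction with DTT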
# Target sequence (P07237 whole entry, looked up): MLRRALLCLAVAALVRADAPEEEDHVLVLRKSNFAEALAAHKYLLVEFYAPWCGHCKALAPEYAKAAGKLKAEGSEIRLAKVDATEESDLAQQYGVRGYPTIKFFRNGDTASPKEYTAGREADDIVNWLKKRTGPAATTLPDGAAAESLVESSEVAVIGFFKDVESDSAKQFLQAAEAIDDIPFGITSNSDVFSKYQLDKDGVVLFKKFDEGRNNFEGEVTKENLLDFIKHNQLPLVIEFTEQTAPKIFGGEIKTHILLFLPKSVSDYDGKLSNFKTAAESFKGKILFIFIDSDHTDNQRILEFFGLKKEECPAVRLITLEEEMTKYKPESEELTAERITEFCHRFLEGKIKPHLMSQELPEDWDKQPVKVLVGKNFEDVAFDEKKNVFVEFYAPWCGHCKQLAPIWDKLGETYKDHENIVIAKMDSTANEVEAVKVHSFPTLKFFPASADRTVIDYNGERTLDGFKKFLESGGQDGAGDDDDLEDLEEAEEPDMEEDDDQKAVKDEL
# Peg3 promoter: inhibitors of Peg3 promoter; HeLa PEG-Prom luciferase reporter, luminescence, overnight; inhibition, % at 20 µM; 1.7% of 360,000 active;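 active = inhibition of at least 50% at 20 µM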
# Cardio protect: myocardial damage modulation in H9c2 cells | H9c2 cardiomyocytes, H2O2 injury protection, ATPLite, 2 h | protection from H2O2 cell death, % at 20 µM | 0.63% of 360,000 active | AID 588492;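 active = compounds giving at least 50% protection of heart cells from peroxide-induced death in the single-dose screen, raw or plate-pattern-corrected value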;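 also: 0% = DMSO wells with peroxide and 100% = DMSO wells without peroxide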
# Shn3 3UTR inh: reduces Shn3 3'UTR luciferase signal in osteoblasts; inhibition, % at 12.5 µM; 0.52% of 360,000 active; Clone20 osteoblast Shn3 3'UTR firefly luciferase, 24 h;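 active = mean inhibition of at least 75% with every replicate also reaching 75%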;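 also: 0% = median of neutral control wells and 100% = pilot-screen positive control compound; some compounds past the cut are filed as inactive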
# CaV13 FRET inh: Disruptors of the CACNA1D IQ motif to Ca2+-dependent inactivation inhibitor domain association, primary screening, Förster resonance energy transfer in intact living …; inhibition, % at 12.3 µM; HEK cells, CFP/YFP FRET ICDI-IQ, plate reader, 10 min; percent FRET-ratio fall versus neutral wells; 0.098% of 340,000 active;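 active = mean replicate inhibition of at least 30% and at least 1% of replicates passing that level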;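 also: 0% = median of the neutral control wells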
# NR2E3 ag-2: NR2E3 (human) agonism; AID 2300; Q9Y5X4; GST-NR2E3/biotin-RetCOR TR-FRET, 1536-well; 0.12% of 320,000 active; inhibition of corepressor binding, % at 4.78 µM;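 active = percent inhibition above the cutoff of mean plus 3 SD of all tested compounds, set per screening campaign, cut at about 20% in these data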;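 also: 0% = DMSO wells and 100% = biotin wells as full block of FRET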
#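 Material – GST-tagged NR2E3 plus biotinylated RetCOR corepressor · Quantity – NR2E3 fusion 1.35 nM · Times – 5 h incubation at 4 °C · Medium – pH 7.5 Tris-based buffer · Technique – TR-FRET, Eu(K)-anti-GST donor, streptavidin-D2 acceptor, ex 340, em 617/671 nm · Benchmarks – high control biotin, low control 0.6% DMSO · Format – 1536-well plates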
# HIF-2a inh: blocks HIF-2a reporter activity; 786-0 RCC cells HIF-2a reporter, luciferase luminescence, overnight; inhibition, % at 18.8 µM; 0.72% of 360,000 active; AID 624352;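 active = inhibition of the luminescence signal of 40% or more relative to plate controls, in a single-dose primary screen at 18.75 µM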
# HTR2A ag: agonists of mouse serotonin 5-HT2A receptor (HTR2A); activation, % at 7.6 µM; P35363; 0.66% of 360,000 active; CHO-K1 mHTR2A beta-arrestin complementation, luminescence; percent of 30 µM serotonin response;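 active = activation above a run cutoff, the mean activation of all tested compounds plus 3 SD, cut at about 14% in these data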;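 also: 0% = plate median of compound wells and 100% = 30 µM serotonin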
# An asterisk follows results filed as active; . = no result given.
# Start of the listing, in advance, 2 compounds:
Compound	MITF TRPM1 inh	NR2E3 ag-1	hiPSC survival	PDI inh	Peg3 promoter	Cardio protect	Shn3 3UTR inh	CaV13 FRET inh	NR2E3 ag-2	HIF-2a inh	HTR2A ag
CCCCOc1ccc(/C=N/NC(=O)c2csc(C)c2C)cc1	-5	-53	-0.4	-2	-2	0	-4	.	3	-14	-6
Cc1ccc(-n2c(CNC(=O)c3cccs3)nnc2SCC(=O)NO)cc1	0	2	-0.6	-10	7	11	-8	-6	2	9	0

# The listing, from the first entry:
Compound	MITF TRPM1 inh	NR2E3 ag-1	hiPSC survival	PDI inh	Peg3 promoter	Cardio protect	Shn3 3UTR inh	CaV13 FRET inh	NR2E3 ag-2	HIF-2a inh	HTR2A ag
CCCCOc1ccc(/C=N/NC(=O)c2csc(C)c2C)cc1	-5	-53	-0.4	-2	-2	0	-4	.	3	-14	-6
Cc1ccc(-n2c(CNC(=O)c3cccs3)nnc2SCC(=O)NO)cc1	0	2	-0.6	-10	7	11	-8	-6	2	9	0
CC(=O)N(Cc1ccccc1)c1nc(-c2ccccc2)cs1	-4	-7	-1.3	-6	1	-3	12	-6	2	-58	-2
COc1ccc(NC(=O)C(Cl)=C(Cl)Cl)cn1	-15	-28	-0.9	9	15	5	9	-5	.	-10	0
COc1cccc(C(=O)C[n+]2ccccc2/C=N/O)c1	20	-11	2.7	-6	-14	8	-3	-3	1	-16	-1
COc1cc(/C=C2/C(=N)N3OC(C)=CC3=NC2=O)ccc1OC(=O)c1ccco1	-6	2	-2.4	5	11	-1	-9	-5	2	11	8
Cc1ccc(C)c(CSc2nnc([C@@H](N)C(C)C)o2)c1	3	13	-4.1	-5	9	2	20	-6	5	7	-1
CCC(=O)c1ccc(OCCn2cncn2)cc1	21	-8	5.5	0	4	-12	5	-5	1	3	2
COC(=O)c1c(NC(=O)c2ccc(Br)o2)sc(C)c1C	-10	2	-1.3	-9	-10	-4	-11	-12	4	-31	4
COc1ccc(CNCCNC(=O)c2ccco2)c(OC)c1OC	-3	-25	-2.6	-1	2	3	2	.	0	12	2
CC(C)CC(=O)Nc1ccc2oc(-c3cccnc3)nc2c1	-52	-51	-0.5	14	-204	-5	-83	-7	2	-192	0
C[C@@H]1CC=C[C@H]2[C@H]1C(=O)N(Cc1ccccc1)[C@H]2c1ccc(-c2ccc(F)cc2)cc1F	-15	-10	1.3	6	7	-8	22	-11	-4	23	-2
Cc1c(NC(=O)c2ccccc2NS(=O)(=O)c2ccc(F)cc2)c(=O)n(-c2ccccc2)n1C	14	2	-0.4	0	3	-2	-5	-8	2	-5	-2
O=C(Nc1ccc(CN2CCS(=O)(=O)CC2)cc1)c1ccc(Cl)cc1	5	-16	0.3	5	-38	-1	7	-4	0	-63	-3
CCOC(=O)c1c(NC(C)=O)sc2c(O)c(Br)cc(Br)c12	9	-10	1.1	-6	6	-4	-3	-5	-1	10	-2
CCOc1ccc(/C(O)=C2/C(=O)C(=O)N(CCN(C)C)C2c2ccccc2)cc1Cl (stereo unspecified)	4	7	4.3	0	9	1	11	-19	4	7	-4
c1ccc(Cc2nn3c(C4COc5ccccc5O4)nnc3s2)cc1 (stereo unspecified)	-15	-101	-1.1	6	-139	-5	-11	-8	0	-139	1
O=C(COC(=O)c1cccnc1Cl)Nc1cc(S(=O)(=O)N2CCCCC2)ccc1Cl	4	-2	0.1	-2	16	-8	16	-3	0	13	-1
CC[C@H](C)[C@@H]1NC(=O)c2cc([N+](=O)[O-])cc(F)c2OCC[C@@H](C(N)=O)NC(=O)[C@H](CCCCN)NC1=O	2	8	0.6	1	-4	-2	-9	-10	3	-3	5
c1ccc(NC(=NCc2ccco2)c2ccccc2)cc1	10	-4	-1.6	-3	4	-8	-1	-4	-1	-7	-3
O=C(c1ccc(S(=O)(=O)Cc2ccccc2Cl)c([N+](=O)[O-])c1)N1CCN(c2ccccn2)CC1	74*	-8	-0.5	-9	39	11	-3	-3	1	13	0
CCCn1c(=N)n(CC(=O)O)c2ccccc21	2	6	-0.2	7	-6	3	-6	-6	2	17	1
Cc1ccsc1C1C(C#N)=C(N)N(N(C)C)C2=C1C(=O)CC(C)(C)C2 (stereo unspecified)	6	2	-0.3	1	27	14	20	-6	-1	18	-2
C=CCOC(=O)C1=C[C@@H](c2cn(C(C)=O)c3ccccc23)C[C@@H](OCc2ccc(CO)cc2)O1	1	-4	-1.9	-6	13	14	-5	-6	5	10	8
CCOc1cc(/C=N/n2nnnc2N)ccc1OCc1c(C)no[n+]1[O-]	6	-17	0.0	3	8	-1	-1	-12	-2	16	-4
CC1(C)CC(NC(=O)c2cccc(S(=O)(=O)Nc3cccc(Cl)c3)c2)CC(C)(C)N1	-16	0	3.6	-6	8	1	3	-2	2	9	6
CN(C)CCN1CCN(C2CN(Cc3ccccc3)S(=O)(=O)C2)CC1 (stereo unspecified)	.	-6	-1.0	.	-7	9	3	-6	.	13	10
c1ccc(-c2ncc(CSc3nncn3-c3ccccc3)s2)cc1	-5	-8	-0.1	7	-10	-1	-1	.	0	-13	3
CCC(CC)NC(=O)CN(c1ccccc1OC)S(=O)(=O)c1cccs1	-7	-6	-0.4	4	-3	10	20	-5	-4	0	-4
COc1ccc(OCc2cc(C(=O)NC(C)c3nc(C)cs3)no2)c(Cl)c1 (stereo unspecified)	.	-80	0.1	-5	-164	-1	-54	-5	.	-225	0

# A draw from above in order of molar mass, highest first:
Compound	MITF TRPM1 inh	NR2E3 ag-1	hiPSC survival	PDI inh	Peg3 promoter	Cardio protect	Shn3 3UTR inh	CaV13 FRET inh	NR2E3 ag-2	HIF-2a inh	HTR2A ag
O=C(COC(=O)c1cccnc1Cl)Nc1cc(S(=O)(=O)N2CCCCC2)ccc1Cl	4	-2	0.1	-2	16	-8	16	-3	0	13	-1
Cc1ccsc1C1C(C#N)=C(N)N(N(C)C)C2=C1C(=O)CC(C)(C)C2 (stereo unspecified)	6	2	-0.3	1	27	14	20	-6	-1	18	-2
COc1ccc(CNCCNC(=O)c2ccco2)c(OC)c1OC	-3	-25	-2.6	-1	2	3	2	.	0	12	2
CC(C)CC(=O)Nc1ccc2oc(-c3cccnc3)nc2c1	-52	-51	-0.5	14	-204	-5	-83	-7	2	-192	0

# More records.
# Each structure is followed by: MITF TRPM1 inh, NR2E3 ag-1, hiPSC survival, PDI inh, Peg3 promoter, Cardio protect, Shn3 3UTR inh, CaV13 FRET inh, NR2E3 ag-2, HIF-2a inh, HTR2A ag
COc1ccc(NC(=O)C(C)N(c2ccc(C)cc2)S(C)(=O)=O)c(OC)c1 (stereo unspecified)
→ -5, -18, 4.0, -12, 7, 2, 8, 0, -1, 15, 1
CCOc1ccccc1CNC(=O)c1cc2occc2n1C
→ -6, -17, 0.1, 5, -13, 3, 10, -5, 3, -28, -6
O=C(CC1CCCCC1)NCc1ccccc1Cl
→ -35, -89, -0.5, 7, -155, 6, -84, -2, -4, -202, -5
O=C(NCc1ccc(OC(F)(F)F)cc1)c1cccc2c1C(=O)c1ccc(N3CCCC3)cc1S2(=O)=O
→ -4, 3, 5.0, 1, 4, -6, -1, -9, ., 4, -2
CCC(C)c1ccccc1N1CC(C(=O)NCCc2ccc(OC)c(OC)c2)CC1=O (stereo unspecified)
→ 7, -11, -0.3, 13, 4, 2, 4, -6, -3, 6, 6
CN(Cc1nc2c(s1)CCCC2)C(=O)CCc1nnc(-c2ccc3c(c2)OCO3)o1
→ -8, -5, -0.5, 3, -1, 0, -33, -4, 4, 8, 5
CC1CCC(NC(=O)Nc2cccs2)CC1 (stereo unspecified)
→ -21, -23, -1.7, -2, -109, 14, -57, -4, 1, -125, 2
Cc1cc(NC(=O)COc2ccccc2)n(-c2ccccc2)n1
→ 11, 4, -2.2, -6, 15, -2, 11, ., 0, -3, -1
CCCCOc1ccc(NC(=O)c2cc(F)c(F)cc2Cl)cc1
→ -17, -32, -2.5, -14, -48, -8, 7, -5, -5, -97, 2
COc1cc(Cc2cc(N)nc(N)n2)cc(OC)c1OC
→ 7, -47, -0.1, -1, 12, 5, -6, -12, 0, 19, -1
COC(=O)c1ccc(C(=O)OC)c(NC(=O)c2cccnc2)c1
→ -3, -16, -0.6, 6, 11, 5, -95, ., 2, 10, -1
O=C(c1ccccc1)N(Cc1ccco1)C1CCS(=O)(=O)C1 (stereo unspecified)
→ -1, 4, 1.1, 5, 12, 5, 3, -6, -2, 9, 0
Cc1cc(C)cc(NC(=S)N2CCN(c3ccccn3)CC2)c1
→ 5, 7, 0.6, -1, 0, -4, 26, -19, -1, 7, 2
COc1ccc(S(=O)(=O)NCC2CCCN(C(=O)C3CCCC3)C2)cc1 (stereo unspecified)
→ -2, 7, -1.7, 0, 16, 5, -6, -1, 3, 6, 2
CCOc1ccc(-n2cnc3sc4c(c3c2=O)CCCC4)cc1
→ ., -64, -0.1, -18, -114, -3, -23, -19, -3, -127, -4
COc1ccc(NC(=O)c2ccc(Cl)cc2)c[n+]1[O-]
→ 7, -25, -0.1, 11, 6, 8, -19, -2, ., 9, 4
Cc1cc(C)cc(NS(=O)(=O)c2ccc(NC(=S)NC(=O)c3ccc(Br)o3)cc2)c1
→ 5, 17, -4.2, -9, 17, -28, 26, ., 3, -5, -4
Cc1ccc(S(=O)(=O)N(C)C)cc1NC(=O)COC(=O)c1sc2cc(Cl)ccc2c1Cl
→ 10, -13, -0.8, 0, 2, -8, -8, -6, 2, 6, 3
CCOc1ccccc1NC(=O)CS(=O)(=O)c1cn(CC(=O)N2CCOCC2)c2ccccc12
→ -5, -10, -0.4, -1, 16, 17, -10, -8, 5, 7, 0
COc1cc(C(=O)Nc2cccc(-c3nc4cc(C)ccc4o3)c2)cc(OC)c1OC
→ -23, -14, 0.9, -10, -64, 18, -19, -4, -1, -94, 0
CCCOc1ccc(/C(CC)=N/NC(=O)C2(C)CC2(Br)Br)cc1 (stereo unspecified)
→ -11, -35, -0.2, -1, 9, -1, -26, -7, 1, 2, -1

# Source: PubChem BioAssay
